# High-throughput results: PubChem BioAssay, National Center for Advancing Translational Sciences (NCATS)
# TSHR antag: Antagonists of the Thyroid Stimulating Hormone Receptor: HTS campaign; TSHR-expressing cells, TSH-stimulated cAMP HTRF, 2 h; stronger effect = lower value; activity change, negative = inhibition, % at 11.5 µM; actives 0.2% (n = 330,000);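 active = activity change below a set negative limit, meaning inhibition stronger than a set level, cut at about -70% in these data; inconclusive = activity change between two set negative limits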; also: % is scaled to controls: 0 for no effect and ±100 for the full control effect
#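 Antagonism was scored as loss of TSH-driven cAMP in TSHR cells, stimulated with 4nM TSH (EC80) for 2 hours at 37 deg C and detected by homogeneous HTRF competition immunoassay.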
# ASM inhibitor: Inhibitors of Secretory Acid Sphingomyelinase (S-ASM): qHTS. placental ASM, HMU-PC fluorogenic substrate, 60 min. Potency, µM (doses to about 57.5 µM), inactives show top-dose activity change, negative = inhibition, actives largely listed as inhibitors. actives 0.006% (n = 340,000). Sphingomyelin phosphodiesterase (Homo sapiens), P17405; also: potency is read from the fitted curve at half-maximal effect
#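 Steps: dispense placental human ASM, pin compound, wait 10 min at room temperature, add HMU-PC0 substrate at 9 uM final, incubate 60 min at 37 °C, add stop solution raising pH to 10, read fluorescence.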
# A-T KAP1 phos: qHTS Assay for Identifying a Potential Treatment of Ataxia-Telangiectasia | […] A-T fibroblasts, KAP-1 phosphorylation AlphaLISA; neocarzinostatin DNA damage 30 min before lysis | Potency, µM (series often up to 57.5 µM), inactives show at the highest dose activation, most hits filed as activators | actives 0.19% (n = 320,000) | AID 485349, 2010; also: potency is read from the fitted curve at half-maximal effect; % of control where 0% means no effect; nearly all actives have a fitted effect of over 45% in size
#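 hTERT-immortalized A-T patient fibroblasts ([…]), 500 cells/well in OPTI-MEM, 1% FBS, got compounds for 60 min, then NCS for 30 min at 37C. Lysates were then assayed for phospho-KAP-1 by AlphaLISA (anti-pKAP1 donor, anti-KAP1 acceptor beads), 6 hr at 25C.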
# TCR activator: Activators of T cell receptors: qHTS campaign. primary human leukocytes, anti-CD3, IL-2 HTRF, 48 h. Potency, µM (highest dose often 9.22 µM), for inactives: at the highest dose activation of IL-2 secretion, actives largely listed as activators. 330,000 tested, under 10 active; also: % of control where 0% means no effect
#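 Primary human leukocytes incubated 48 hr with anti-CD3 beads plus compound, without co-stimulation. Secreted IL-2 measured by HTRF (europium cryptate/d2 anti-IL-2 pair, 320 nm excitation, 665 nm emission).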
# CXXC DNA block: qHTS Fluorescence Polarization Assay for Inhibitors of MLL CXXC domain - DNA interaction; AID 2662, 2010; MLL-CXXC / FITC-HOXA9 DNA fluorescence polarization; Potency, µM (titrated, usually from 115 µM), without a hit: at the top dose activity change, negative = inhibition, usual class: inhibitors; Histone-lysine N-methyltransferase 2A (Homo sapiens), Q03164; actives 0.037% (n = 290,000); active = well fitted inhibition curve with a large enough effect in the polarisation, with a control signal flat, not every such curve was filed as active; inconclusive = small, poorly fitted or top-dose-only effect, or effect the other way, or a change in a side signal; inactive = no such curve, though single readings can be large or run the other way; the % refers to the polarisation; also: potency is read from the fitted curve at half-maximal effect
#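 Purified MLL-CXXC (added from a 7 uM solution) was preincubated 5 min at ambient with pinned compounds in 50 mM Tris-HCl pH 7.5, 50 mM NaCl, 1 mM DTT, 0.05% BSA. Fluorescein-labeled HOX-A9 DNA (50 nM solution) followed, 30 min, then polarization read.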
# Integrin act MD: qHTS for Activators of Integrin-Mediated Alleviation for Muscular Dystrophy. alpha7betagal myoblasts, beta-gal FDG fluorescence, 48 h. Potency, µM (series often up to 38.3 µM), for inactives: top-dose activation, actives largely listed as activators. actives 0.064% (n = 350,000);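 also: potency is read from the fitted curve at half-maximal effect; 100% = response of the positive control SU9516; nearly all actives have a fitted effect of over 60% in size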
#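 alpha7betagal+/- myoblasts (passage 13, 250/well) treated 48 h at 37C with compounds at 1:260 dilution of DMSO stock. Lysed, then beta-galactosidase activity read as FDG fluorescence (ex 480/em 540) after 30 min, with pre-read for autofluorescence.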
# Menin MLL FP TR: qHTS Assay for Inhibitors Targeting the Menin-MLL Interaction in MLL Related Leukemias: Competition With Texas Red Labeled MLL-derived Mutant Peptide. actives 0.23% (n = 270,000). AID 1768, 2009. Menin + Texas Red MLL mutant peptide, fluorescence polarization. Potency, µM (series often up to 61.6 µM), for the others: top-dose FP activity change, negative = inhibition, actives largely listed as inhibitors; active = well fitted inhibition curve with a large enough effect in the polarisation, with a control signal flat, not every such curve was filed as active; inconclusive = small, poorly fitted or top-dose-only effect, or effect the other way, or a change in a side signal; inactive = no such curve, though single readings can be large or run the other way; the % refers to the polarisation; also: potency is read from the fitted curve at half-maximal effect; % of control where 0% means no effect; many of its hits are not listed in these tables
# Target sequence (O00255 whole entry, looked up): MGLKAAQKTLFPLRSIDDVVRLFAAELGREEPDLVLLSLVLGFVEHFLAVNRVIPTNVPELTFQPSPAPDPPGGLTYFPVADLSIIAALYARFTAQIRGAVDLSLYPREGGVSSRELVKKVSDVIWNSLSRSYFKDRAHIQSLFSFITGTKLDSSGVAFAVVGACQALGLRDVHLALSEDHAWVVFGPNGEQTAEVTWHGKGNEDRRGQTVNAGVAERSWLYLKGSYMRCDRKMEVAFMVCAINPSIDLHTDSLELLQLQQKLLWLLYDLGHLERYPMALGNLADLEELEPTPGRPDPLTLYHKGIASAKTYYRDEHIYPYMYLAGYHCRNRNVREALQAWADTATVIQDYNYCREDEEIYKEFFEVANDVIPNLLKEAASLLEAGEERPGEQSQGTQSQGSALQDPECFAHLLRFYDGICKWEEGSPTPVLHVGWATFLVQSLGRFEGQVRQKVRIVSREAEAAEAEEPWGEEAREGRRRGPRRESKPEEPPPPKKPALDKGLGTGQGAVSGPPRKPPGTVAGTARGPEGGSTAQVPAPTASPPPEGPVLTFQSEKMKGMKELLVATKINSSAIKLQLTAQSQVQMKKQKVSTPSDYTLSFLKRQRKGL
# Mito fusion yeast: qHTS Assay for Small Molecule Inhibitors of Mitochondrial Division or Activators of Mitochondrial Fusion | Potency, µM (highest dose often 46.1 µM), for inactives: at the highest dose growth rescue (activation), actives largely listed as activators | actives 0.23% (n = 320,000) | S. cerevisiae fusion-defective mutant growth rescue, CellTiterGlo 48 h;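 also: potency is read from the fitted curve at half-maximal effect; % of control where 0% means no effect; nearly all actives have a fitted effect of over 45% in size; temperature-sensitive fusion mutants such as fzo1-1 at 37 °C on non-fermentable ethanol glycerol medium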
#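 Compounds are tested for their ability to restore growth of mitochondrial fusion-defective yeast strains at non-permissive 37C in YPEG medium over 48 hours. Viability is quantified by luciferase luminescence.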
# MBNL1 CUG block: qHTS Assay for Inhibitors of MBNL1-poly(CUG) RNA binding; Muscleblind-like protein 1 (Homo sapiens), Q9NR56; actives 0.036% (n = 280,000); Potency, µM (highest dose often 57.5 µM), inactives show at the highest dose activity change, negative = inhibition, usual class: inhibitors; TR-FRET MBNL1-His/biotin-(CUG)12 binding, 665/545 ratio; active = well fitted inhibition curve with a large enough effect in the signal ratio, with a control signal flat, not every such curve was filed as active; inconclusive = small, poorly fitted or top-dose-only effect, or effect the other way, or a change in a side signal; inactive = no such curve, though single readings can be large or run the other way; the % refers to the signal ratio; also: potency is read from the fitted curve at half-maximal effect; % is scaled to controls: 0 for no effect and ±100 for the full control effect
#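 MBNL1-His + Biotin-(CUG)12, cpd titration 92 nM–58 uM; Tb anti-His Ab 0.055 ng/ul, SA-XL665 5 nM (final); 60 min RT; ratiometric 665/545 nm, Ex 340 nm; normalized to buffer and full-complex controls.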
# TSG101-PTAP inh: qHTS Assay for Iinhibitors of HIV-1 Budding by Blocking the Interaction of PTAP/TSG101; Fluorescence polarization, FITC-PTAP peptide / Tsg101 binding; Potency, µM (titrated, usually from 115 µM), inactives show at the top dose activity change, negative = inhibition, actives largely listed as inhibitors; 340,000 tested, under 10 active; active = well fitted inhibition curve with a large enough effect in the main read-out, with a control signal flat, not every such curve was filed as active; inconclusive = small, poorly fitted or top-dose-only effect, or effect the other way, or a change in a side signal; inactive = no such curve, though single readings can be large or run the other way; also: potency is read from the fitted curve at half-maximal effect; % of control where 0% means no effect
# Target sequence (Q99816 whole entry, looked up): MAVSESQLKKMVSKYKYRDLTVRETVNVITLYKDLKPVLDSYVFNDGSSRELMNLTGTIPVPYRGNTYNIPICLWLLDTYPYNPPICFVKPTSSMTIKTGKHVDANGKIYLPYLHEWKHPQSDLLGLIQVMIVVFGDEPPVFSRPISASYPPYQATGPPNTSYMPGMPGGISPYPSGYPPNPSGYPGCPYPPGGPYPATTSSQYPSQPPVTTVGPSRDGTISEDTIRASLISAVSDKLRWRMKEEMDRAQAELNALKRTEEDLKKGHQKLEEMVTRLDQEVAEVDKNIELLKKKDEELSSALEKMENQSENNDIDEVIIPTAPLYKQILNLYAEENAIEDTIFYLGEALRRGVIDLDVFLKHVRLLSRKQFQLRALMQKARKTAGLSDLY
#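 Steps: Tsg101 binding domain dispensed (10 uM final), compounds pinned in DMSO, FITC-labeled PTAP-motif peptide added (50 nM final); after 20 min binding at room temperature, polarization measured.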
# The depositor's hits bear a star; ? = inconclusive; / = no result given; [ ] = another dose, or the depositor's remark. Unless noted, calls follow the shape of the dose curve; as a rule, active = well fitted curve in the direction sought with a large enough effect; inconclusive = small, poorly fitted or top-dose-only effect, or another doubt; inactive = no such curve, though single readings can be large; an effect the other way counts as inactive or inconclusive.
SMILES,TSHR antag,ASM inhibitor,A-T KAP1 phos,TCR activator,CXXC DNA block,Integrin act MD,Menin MLL FP TR,Mito fusion yeast,MBNL1 CUG block,TSG101-PTAP inh
CCCCCCSc1ccc([C@@H]2[C@@H]3C(=O)N(CC)C(=O)[C@@H]3[C@]3(C(=O)OC)CCCCN23)cc1,8,-12%,2%,1%,/,1%,/,/,/,-3%
Cc1cccc(CSc2ncnc3ccccc23)c1,13,-5%,14%,-4%,5%,-10%,-24%,-2%,1%,-3%
COc1ccc(/C=C2\SC(=S)N(CCCC(=O)Nc3ccc(O)cc3)C2=O)cc1,-9,-18%,-11%,-2%,1%,-37%[inhibitor],/,3%,?,0%
Oc1ccc(N=Nc2ccc3c(c2)OCCO3)c2ncccc12,-4,-13%,-10%,6%,-1%,9%,/,10%,/,0%
CC(=O)NS(=O)(=O)c1ccc(NC(=O)CCc2ccccc2)cc1,33,0%,10%,-2%[46.1 µM],7%,18%,-8%,-1%,?,1%
O=C(N/N=C/c1nn(-c2ccccc2)cc1-c1ccccc1)c1ccncc1,4,3%,1%,-1%[46.1 µM],0%,-24%,?,?,7%[11.5 µM],-4%
CC(CCc1ccccc1)NC(=O)C1CCN(S(=O)(=O)N2CCOCC2)CC1 (stereo not drawn),7,1%,10%,1%,0%,0%,-6%,-5%,-10%,8%
O=C(CCC(=O)Nc1ccc(Cl)cc1Cl)NNC(=O)[C@@H]1CCCC[C@@H]1C(=O)O,-2,2%,5%,1%[46.1 µM],0%,-5%,-9%,-1%,4%[11.5 µM],0%
Cc1cc(N2CCCC2=O)cc(C)c1S(=O)(=O)Nc1c(C)nn(C)c1C,-8,-1%,-2%,-3%,1%,-12%,1%,-5%,/,-6%
O=C(NCc1ccco1)c1ccc(COCC(F)(F)C(F)F)cc1,-1,-1%,2%,-6%,-6%,-37%,0%,0%,-13%,-10%
COc1ccc(-c2cc(CNS(=O)(=O)c3ccc(F)cc3)on2)cc1,-2,-2%,4%,-1%,3%,11%,12%,-4%,4%,1%
O=C(COC(=O)c1ccc(OC(F)F)cc1)NCCC1=CCCCC1,-6,2%,2%,9%,/,17%,/,10%,/,-9%
O=C1CN(C(=O)NCC(=O)N[C@@H](Cc2ccccc2)C(=O)O)c2ccccc2N1,-1,4%,1%,6%,5%,18%,-2%,-2%,?,1%
COc1cccc(NC(=O)COC(=O)c2c(F)cccc2F)c1,8,1%,10%,0%[46.1 µM],-1%,3%,-4%,-2%,6%,-3%
COc1ccc(Sc2ccccc2CN(C)C)cc1OC,-11,-1%,-1%,-5%,-4%,10%,-1%,-1%,0%,-4%
CC(=O)N1N=C(c2ccccc2O)OC1(C)CC(=O)Nc1ccccc1 (stereo not drawn),29,150%[activator],1%,0%[46.1 µM],2%,-3%,-4%,5%,/,-2%
O=C(COC(=O)CCC(=O)c1cccs1)Nc1cccc(S(=O)(=O)N2CCOCC2)c1,31,5%,0%,-12%,13%,13%,-15%,3%,1%,-11%
C[C@H](CO)N1C[C@H](C)[C@@H](CN(C)S(=O)(=O)c2cccs2)Oc2ccc(NS(=O)(=O)c3ccc(F)cc3)cc2C1=O,5,-5%,8%,0%,/,6%,/,/,/,-1%
O=C(CN1C(=O)C2CC=CCC2C1=O)NCc1ccc2c(c1)OCO2 (stereo not drawn),10,5%,0%,5%,-5%,17%,7%,1%,-10%,-3%
CN(C1CCCCC1)S(=O)(=O)c1ccc(Cl)c(C(=O)O)c1,2,3%,4%,1%,5%,28%,-2%,1%,-3%,-6%
Nc1cc(C(=O)OCC(=O)NC(c2ccccc2)c2ccccc2)ccc1Cl,5,0%,8%,-6%[46.1 µM],7%,12%,-22%,-7%,6%,0%
O=C(COC(=O)c1cc([N+](=O)[O-])ccc1Cl)NC1CCCC1,-4,-1%,-4%,1%,-1%,-55%[inhibitor],14%,-9%,?,-2%
COc1ccccc1C(c1nnnn1C1CCCC1)N1CCN2CCCC2C1 (stereo not drawn),8,4%,4%,1%,5%,-3%,-15%,1%,-5%,-2%
O=C(NNC(=O)c1ccc(S(=O)(=O)N2CCOCC2)cc1)c1ccccc1,1,-1%,-3%,8%,-10%,19%,-5%,-3%,-3%,0%
CCNC(=O)C1Cc2ccccc2CN1S(=O)(=O)c1ccc(F)cc1 (stereo not drawn),-10,0%,19%,-8%,3%,22%,/,-6%,5%,4%
O=C(NCCOC(=O)c1ccc(C(=O)OCCNC(=O)c2cccnc2)s1)c1cccnc1,-5,7%,-1%,3%,-4%,14%,2%,1%,4%,-4%
CCn1cnc2c1c(=O)n(CC(=O)NCC(F)(F)F)c(=O)n2Cc1ccccc1,0,9%,13%,7%,-1%,15%,-7%,-7%,-4%,-6%
O=C(O)C1CC(O)CN1c1nc(Cl)ccc1[N+](=O)[O-] (stereo not drawn),-9,7%,2%,-5%,-3%,18%,5%,-1%,?,-3%
Cc1ccccc1NC(=S)NC(=O)C1CCCCC1,-13,1%,9%,5%,15%,-21%,/,-12%,-8%,-3%
Cc1ccc(NC(=O)COC(=O)c2cccnc2Cl)cc1S(=O)(=O)N1CCOCC1,/,2%,-4%,-10%,/,21%,/,/,/,2%
O=C(NCc1cccs1)Nc1ccc(Cl)cc1,-3,1%,4%,6%[46.1 µM],9%,-8%,?,4%,1%,-2%
C[C@H]1CN([C@@H](C)CO)C(=O)c2cccc(NC(=O)C3CC3)c2O[C@H]1CN(C)Cc1ccc(-c2ccccc2)cc1,6,-6%,1%,10%,/,31%,/,/,/,-1%
Cc1ccccc1NC(=S)Nc1cccc([N+](=O)[O-])c1,0,0%,-4%,2%,2%,7%,4%,-5%,?,-2%
COc1ccc(S(=O)(=O)N2CCC(C(=O)NCC(=O)Nc3c(C)cccc3C)CC2)cc1OC,/,6%,/,7%,/,?,/,/,/,-4%
CCCCC(C(=O)O)C(C)CC(=O)Nc1ccn(-c2ccccc2)n1 (stereo not drawn),-5,-1%,6%,1%,2%,-3%,-1%,-2%,-11%,-1%
O=C(Nc1ccccc1[N+](=O)[O-])C1=C(O)CCn2c1nc1ccccc12,4,-3%,1%,3%,-29%,?,1%,-2%,?,-2%
CCOc1ccc(NC(=O)COC(=O)CN2CCCCCC2=O)cc1,-25,6%,0%,-8%,/,-17%,/,/,/,0%
CCC(C)(C)c1ccc(OCC(=O)N(C)C)c(C(C)(C)CC)c1,-8,-3%,29%,-8%,5%,-58%[inhibitor],?,-2%,-1%,-7%
CNC(=S)NNC(=O)c1cccc(C(F)(F)F)c1,-7,5%,-6%,1%,-8%,-1%,11%,-2%,0%,6%
Cc1ccc(S(=O)(=O)N2CCN(C(=O)CCC(=O)N3CCc4ccccc43)CC2)cc1,-9,0%,10%,0%,2%,24%,?,-4%,3%,-8%
O=C(Cn1c2[n+](c3ccc(C(F)(F)F)cc31)CCCCC2)c1ccc2c(c1)OCCO2,-1,-3%,0%,1%,9%,-13%,-2%,-2%,-5%,-1%
CCOC(=O)c1cnn(-c2ccccc2)c1-c1ccccc1,-16,1%,1%,0%,11%,1%,-15%,-3%,-2%,-1%
CON(C)S(=O)(=O)c1cccc(C(=O)Nc2cccc(S(=O)(=O)NC3=NCCCCC3)c2)c1,/,1%,/,-38%,/,-5%,/,/,/,-1%
COC(=O)C1CCN(C(=O)c2cc(=O)[nH]c3ccccc23)CC1,-13,-3%,0%,0%,-3%,?,-1%,14%,-4%,-5%
CCOC(=O)CC(=O)NC(CC(=O)OC)c1ccc(C(C)C)cc1 (stereo not drawn),10,-3%,-5%,-1%,7%,23%,-4%,1%,-1%,-4%
CC(=O)Nc1ccc(C(=O)NNC(=O)c2cccs2)cc1,0,-2%,3%,10%[46.1 µM],8%,-8%,-12%,-4%,0%,-4%

# The list is partial, so the mix of outcomes need not match the whole.
